# From PubChem
# RTF Ca sens inh – cardiac RTF calcium desensitization; P19429+P45379; IANBD-labeled cardiac RTF, Ca2+ fluorescence; inhibition, % at 7.15 µM; actives 0.12% (n = 340,000); AID 493244;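 active = inhibition above the mean inhibition of all tested compounds plus 3 SD, cut at about 17% in these data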;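 note: assay run at fixed EC70 calcium of 1.6 mM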
# LANA DNA inh – blocks KSHV LANA C-terminal domain binding to DNA; MBP-C-LANA/FAM-LBS DNA binding, fluorescence polarization; inhibition, % at 9 µM; actives 0.078% (n = 340,000);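 active = highest replicate inhibition at or above 60% at 9 µM, even if other replicates fall short; inactive = all replicates below 60% inhibition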;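 note: 0% = neutral control wells and 100% = 4 µM acridine orange control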
# NSD2 HMT inh – inhibitors of human histone methyltransferase NSD2; NSD2 peptide methylation, AlphaScreen, 120 min; O96028; actives 0.54% (n = 310,000); inhibition, % at 12.5 µM; in the data active = inhibition above about 50%
# Keap1-Nrf2 PPI – disrupts human Keap1 binding to Nrf2 peptide; Keap1 Kelch-Nrf2 peptide fluorescence polarization, 1536-well; inhibition, % at 9.4 µM; Q14145; actives 0.15% (n = 340,000); in the data active = inhibition above about 12%;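 note: human Keap1 Kelch domain with fluorescein labeled Nrf2 9mer peptide probe; 0% = neutral control wells and 100% = peptide positive control; higher means more block of Keap1 binding to Nrf2 peptide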
# Pemphigus Ab inh – blocks pemphigus antibody binding to human desmoglein-3; binding (percent of control), % at 10 µM; DSG3-coupled beads, scFv-anti-DSG3-GFP binding, flow cytometry; stronger effect = lower value; actives 0.48% (n = 310,000); AID 588358; P32926;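 active = binding more than 3 SD below its plate's average and above zero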;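 note: hits lower antibody fragment binding to DSG3; some compounds called inactive have numbers as strong as hits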
# DAGLB inhibitor – diacylglycerol lipase beta (human) inhibition; Q8NCG7; actives 0.059% (n = 340,000); inhibition, % at 5.17 µM; HEK293T DAGLB membrane lysate, EnzChek fluorogenic substrate; AID 504411; in the data active = inhibition above about 34%;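 note: 0% = enzyme with vehicle and 100% = wells lacking enzyme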
# Target sequence (Q8NCG7 whole entry, looked up): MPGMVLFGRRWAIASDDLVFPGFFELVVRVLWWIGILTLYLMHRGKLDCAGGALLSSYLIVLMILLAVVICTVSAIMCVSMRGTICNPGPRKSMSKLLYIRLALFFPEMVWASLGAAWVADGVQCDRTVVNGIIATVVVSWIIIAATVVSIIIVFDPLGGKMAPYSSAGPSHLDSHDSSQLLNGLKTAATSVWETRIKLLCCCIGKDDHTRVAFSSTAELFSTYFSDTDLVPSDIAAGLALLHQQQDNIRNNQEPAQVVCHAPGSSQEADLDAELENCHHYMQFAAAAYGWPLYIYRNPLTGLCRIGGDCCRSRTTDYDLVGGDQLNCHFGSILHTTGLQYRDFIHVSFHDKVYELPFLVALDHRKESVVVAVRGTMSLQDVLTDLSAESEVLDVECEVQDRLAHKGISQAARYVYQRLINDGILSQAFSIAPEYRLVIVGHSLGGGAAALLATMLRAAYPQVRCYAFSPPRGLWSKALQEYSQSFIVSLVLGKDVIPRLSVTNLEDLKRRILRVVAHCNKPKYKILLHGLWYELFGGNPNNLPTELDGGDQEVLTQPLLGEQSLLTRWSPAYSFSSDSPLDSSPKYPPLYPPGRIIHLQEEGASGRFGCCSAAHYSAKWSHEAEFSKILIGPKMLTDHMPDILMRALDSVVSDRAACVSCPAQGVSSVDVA
# V-ATPase pH – regulators of yeast V-ATPase proton transport; S. cerevisiae, pHLuorin cytosolic pH fluorescence; response, % at 10 µM; actives 0.37% (n = 350,000); AID 504577; in the data active = response mostly above about 7.3%, no sharp cut-off; inactive = mostly below about 5.4%; note: actives read high; inactives centre near 0; some compounds called inactive have numbers as strong as hits; reference of the scale not given here
# CAL PDZ FP-1 – inhibitors of human CAL PDZ peptide binding; AID 504414; Q9HD26; actives 0.02% (n = 330,000); inhibition, % at 20 µM; purified CAL PDZ, TMR-peptide fluorescence polarization, 1 h;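 active = highest replicate inhibition of at least 40%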;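 note: plate controls were DMSO neutral control wells for no effect and unlabeled competitor peptide control wells for full effect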
#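 Assay system – tagged CAL PDZ protein CerCALP, purified · Timing – 1 h at RT · Compound – single point, 20 µM · Measured by – fluorescence polarization from S- and P-plane intensities, G-factor corrected · Evaluation – inhibition from polarization loss · Probe or stimulus – TMR reporter peptide T*-PRC34 · Buffer or medium – pH 7.4 phosphate-saline buffer, reducing agent, detergent, IgG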
# Arrestin-AP2 inh – blocks beta-arrestin peptide binding to AP2 adaptin; FITC-arrestin peptide / GST-AP2 beads, flow cytometry; AP2 beta2 appendage carries R879A mutation; inhibition, % at 10 µM; actives 0.31% (n = 340,000); AID 504490;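 active = inhibition above a set limit, near 3 SD of compounds lacking own fluorescence, cut at about 54% in these data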;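 note: plate controls were DMSO wells for no effect and 5 µM unlabelled arrestin peptide for full effect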
#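 Material – AP2 appendage R879A on GSH beads · Buffer or medium – PBS with 0.05% Tween 20 and 0.1% BSA · Probe or stimulus – fluorescein-tagged arrestin peptide at 50 nM final · Incubation – compound with beads 12 min RT, then probe 1 h RT · Detection – high-throughput flow cytometry of beads, ex 488, em 535 nm · Evaluation – percent response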
# CAL PDZ FP-2 – inhibitors of human CAL PDZ peptide binding; Q9HD26; purified CAL PDZ, TMR-peptide fluorescence polarization, 1 h; inhibition, % at 24.9 µM; actives 0.92% (n = 300,000); AID 602252;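 active = mean inhibition of at least 30% with at least half of replicates also reaching 30%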;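 note: 0% = DMSO neutral control and 100% = excess unlabeled competitor peptide PRC23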
# An asterisk follows results filed as active; / = no result given.
Molecule	RTF Ca sens inh	LANA DNA inh	NSD2 HMT inh	Keap1-Nrf2 PPI	Pemphigus Ab inh	DAGLB inhibitor	V-ATPase pH	CAL PDZ FP-1	Arrestin-AP2 inh	CAL PDZ FP-2
COc1ccc(OC(C)C(=O)NCC2CCCO2)cc1 (configuration not stated)	-4.4	-0.7	-0.3	0.5	104.5	0.6	1.8	-0.7	0.4	-4.5
Cc1onc(-c2ccccc2)c1C(=O)N[C@@H]1C(=O)N2C1SC(C)(C)[C@@H]2C(=O)O (some centres not stated)	-1.1	-0.9	/	-15.9	103.1	1.4	-0.4	-1.0	1.0	11.3
Cc1cccc(NC(=O)c2cccc(C(=O)Nc3cccc(C)c3C)n2)c1C	0.4	-1.0	-2.5	-5.5	97.9	-1.6	-5.6	/	0.1	-4.1
O=C(N/N=C/c1cccc([N+](=O)[O-])c1)C(=O)N1CCCCCC1	-1.9	0.9	-3.1	2.4	/	-0.4	-2.5	-2.2	10.8	4.5
Cc1ccc(O)c(N=Nc2ccc(S(=O)(=O)N3CCCC3)cc2)c1	-3.7	0.4	/	-3.0	100.2	2.4	1.0	0.7	-2.0	-5.1
O=C1CCC(CCc2nc3ccccc3[nH]2)(c2ccccc2)C(=O)N1 (configuration not stated)	-7.4	-1.6	-0.6	7.3	112.4	0.5	-0.3	-0.7	3.7	-4.0
CC(C)c1ccc(N(CC(=O)N2CCOCC2)S(C)(=O)=O)cc1	4.2	1.5	-2.1	-2.3	120.4	-0.7	1.9	-6.6	-3.4	86.0*
O=C(Nc1ccn(Cc2ccc(F)cc2)n1)c1ccncc1	2.7	-0.8	-1.0	-6.6	105.0	-0.4	-0.5	-0.4	-2.7	-0.9

# Entries listed so far shown as hits in CAL PDZ FP-2:
canonical_smiles | LANA DNA inh | NSD2 HMT inh | Keap1-Nrf2 PPI | Pemphigus Ab inh | DAGLB inhibitor | V-ATPase pH | CAL PDZ FP-1 | Arrestin-AP2 inh | CAL PDZ FP-2
CC(C)c1ccc(N(CC(=O)N2CCOCC2)S(C)(=O)=O)cc1 | 1.5 | -2.1 | -2.3 | 120.4 | -0.7 | 1.9 | -6.6 | -3.4 | 86.0*

# Following part
Molecule	RTF Ca sens inh	LANA DNA inh	NSD2 HMT inh	Keap1-Nrf2 PPI	Pemphigus Ab inh	DAGLB inhibitor	V-ATPase pH	CAL PDZ FP-1	Arrestin-AP2 inh	CAL PDZ FP-2
Cc1ccc(N(CC(=O)NC2CCCCC2)C(=O)CNC(=O)c2cccs2)cc1	-4.3	-1.0	1.1	1.8	/	-0.9	-1.6	-2.4	24.2	-5.5
Cc1cc(C)c(S(=O)(=O)NCCn2c(C)cc3ccccc32)c(C)c1	-16.0	2.7	/	0.4	96.8	6.3	-0.7	-0.9	-0.6	-3.4
CN(C)CCCOc1cccc(Oc2ccccc2)c1	-3.8	0.1	/	-3.0	94.8	-0.7	1.2	0.3	-3.4	-2.9
CC(=O)Nc1ccc(S(=O)(=O)N[C@@H](C)C(=O)Nc2ccc(N3CCOCC3)cc2)cc1	0.0	0.5	11.4	-4.3	/	-5.1	-9.0	-1.4	-2.9	/
O=S(=O)(N/N=C/c1ccc2c(c1)OCO2)c1ccc(Br)cc1	-5.9	1.2	0.8	-5.0	108.3	-0.3	7.2	-1.9	-9.3	-2.5
O=C(COC(=O)Cc1cccc(C(F)(F)F)c1)Nc1cccc2ccccc12	-8.9	-1.5	-3.8	-2.8	103.6	-2.4	-1.3	-0.2	-5.6	-3.1
COc1ccc(NC(C)=O)cc1S(=O)(=O)NC1CCSc2ccccc21 (configuration not stated)	4.4	0.2	-1.3	2.1	118.1	1.9	-3.6	-0.9	-5.3	-4.5
COc1ccc(N2CCN(C(=O)c3cc(=O)c4ccc(C)cc4o3)CC2)cc1	-10.1	-0.5	39.1	0.4	113.1	-0.5	2.5	0.9	4.6	-4.4

# (continued)
Molecule	RTF Ca sens inh	LANA DNA inh	NSD2 HMT inh	Keap1-Nrf2 PPI	Pemphigus Ab inh	DAGLB inhibitor	V-ATPase pH	CAL PDZ FP-1	Arrestin-AP2 inh	CAL PDZ FP-2
Cc1cc(NC(=O)CCC(=O)N(CC(=O)NC2CCCC2)c2ccc(F)c(Cl)c2)no1	6.5	-0.1	-8.4	-0.3	/	2.8	-1.8	-1.0	17.4	0.8
CC(=O)Nc1ccc(S(=O)(=O)N2CCN(C(=O)c3ncoc3-c3ccccc3F)CC2)cc1	0.6	-0.2	/	-3.0	112.0	-1.9	-1.0	-4.6	-4.6	-6.9
COc1ccc(-c2cc(C(F)(F)F)nc(S(=O)(=O)CCC(=O)N3CCOCC3)n2)cc1	-1.5	-6.7	0.2	7.0	101.9	0.1	-0.1	-0.3	0.7	3.5
COC(=O)c1ccc2nc(C)cc(Nc3ccccc3C)c2c1	-14.5	-1.0	/	4.6	102.0	1.2	0.4	-1.1	0.7	/
CC(C)OC(=O)C(C#N)c1nc2ccccc2nc1N1CCCC1 (configuration not stated)	-2.6	7.4	/	1.0	103.2	-4.0	2.8	-0.7	27.5	9.2
Cc1ccc(C(c2sc3ncnn3c2O)N2CCC(C)CC2)cc1 (configuration not stated)	-1.9	0.4	/	0.5	98.8	-1.5	-4.0	-0.5	-6.8	/
Cc1nc2c(sc(=S)n2Cc2ccco2)c(=O)n1CC(=O)Nc1ccc(F)cc1	-9.1	-0.9	-4.3	0.8	105.2	-5.6	0.6	-2.3	-18.3	0.0
COc1ccc(C(=O)NC(=S)NNC(=O)CNC(=O)C2CCCCC2)cc1	8.3	1.2	0.8	0.8	90.1	0.1	2.7	-0.9	20.8	-4.6

# Continued; it opens with the 7 that closed the last part.
Molecule	RTF Ca sens inh	LANA DNA inh	NSD2 HMT inh	Keap1-Nrf2 PPI	Pemphigus Ab inh	DAGLB inhibitor	V-ATPase pH	CAL PDZ FP-1	Arrestin-AP2 inh	CAL PDZ FP-2
CC(=O)Nc1ccc(S(=O)(=O)N2CCN(C(=O)c3ncoc3-c3ccccc3F)CC2)cc1	0.6	-0.2	/	-3.0	112.0	-1.9	-1.0	-4.6	-4.6	-6.9
COc1ccc(-c2cc(C(F)(F)F)nc(S(=O)(=O)CCC(=O)N3CCOCC3)n2)cc1	-1.5	-6.7	0.2	7.0	101.9	0.1	-0.1	-0.3	0.7	3.5
COC(=O)c1ccc2nc(C)cc(Nc3ccccc3C)c2c1	-14.5	-1.0	/	4.6	102.0	1.2	0.4	-1.1	0.7	/
CC(C)OC(=O)C(C#N)c1nc2ccccc2nc1N1CCCC1 (configuration not stated)	-2.6	7.4	/	1.0	103.2	-4.0	2.8	-0.7	27.5	9.2
Cc1ccc(C(c2sc3ncnn3c2O)N2CCC(C)CC2)cc1 (configuration not stated)	-1.9	0.4	/	0.5	98.8	-1.5	-4.0	-0.5	-6.8	/
Cc1nc2c(sc(=S)n2Cc2ccco2)c(=O)n1CC(=O)Nc1ccc(F)cc1	-9.1	-0.9	-4.3	0.8	105.2	-5.6	0.6	-2.3	-18.3	0.0
COc1ccc(C(=O)NC(=S)NNC(=O)CNC(=O)C2CCCCC2)cc1	8.3	1.2	0.8	0.8	90.1	0.1	2.7	-0.9	20.8	-4.6
COc1ccc(CNC(=O)CCn2c(=O)[nH]c3ccccc3c2=O)cc1	1.1	-1.1	17.3	0.6	93.2	-2.8	4.2	0.1	5.1	1.9
Cc1cccn2c(NC(=O)c3cccs3)c(-c3ccccc3)nc12	6.7	-1.7	1.3	1.0	99.2	-0.8	3.1	-3.0	-7.0	-4.5
O=C1CSc2nc3ccccc3n21	-1.2	-0.7	0.3	-4.8	102.5	0.6	7.1	-2.8	5.0	/
COC(=O)c1ccc(N)c(N=CC2=C(O)CC(C)(C)CC2=O)c1	-39.1	2.7	9.7	3.6	121.2	-4.5	-0.2	-1.0	-5.7	-0.9
CCC(=O)c1ccc(OCc2ccc(C(=O)OC)o2)c(OC)c1	-17.0	0.8	-0.8	-4.1	94.5	0.4	5.3	-0.3	17.6	0.1
CN1CCCN(S(=O)(=O)c2cccc(C(F)(F)F)c2)c2nc3ccccc3nc21	-4.5	-0.7	5.9	-4.7	/	-4.9	-0.8	0.0	35.4	-2.2
COc1ccccc1NC(=O)C(C)OC(=O)CCSc1ccc(F)cc1 (configuration not stated)	-7.2	-0.2	-5.6	-2.6	96.7	-10.5	9.6	-1.5	33.9	/
CCC(C)NC(=O)CSc1nc2c(sc(=S)n2Cc2ccco2)c(=O)n1-c1ccccc1 (configuration not stated)	-8.0	-0.9	0.5	-1.4	/	-1.0	3.6	-4.5	5.9	-1.1

# New compounds follow:
Molecule	RTF Ca sens inh	LANA DNA inh	NSD2 HMT inh	Keap1-Nrf2 PPI	Pemphigus Ab inh	DAGLB inhibitor	V-ATPase pH	CAL PDZ FP-1	Arrestin-AP2 inh	CAL PDZ FP-2
CCOc1ccccc1/C=N/NC(=O)c1cccc(S(=O)(=O)N2CCOCC2)c1	-6.3	1.0	1.6	2.3	109.9	-1.9	-0.6	-1.0	-0.6	/
O=C(O)c1cccc(NC(=S)NC(=O)C(c2ccccc2)c2ccccc2)c1	-19.1	1.0	32.5	-8.3	101.6	6.4	-2.2	-5.2	0.2	-2.1
CC(C)CN1CCC(=O)N([C@H](CSc2ccc(Br)cc2)Cc2ccccc2)CC1	-11.6	-3.1	/	-4.4	104.2	-19.1	-5.7	-1.5	-0.8	5.5
O=C(Nc1ccc([N+](=O)[O-])cc1)c1ccccc1	9.4	-0.5	-1.1	-0.5	109.5	-1.0	-0.8	-3.2	1.8	-5.7
COc1ccc(S(=O)(=O)N2CCCCC2)cc1NC(=O)C1CCCC1	-4.6	0.6	-5.1	4.4	101.5	-0.8	-0.2	0.6	-2.2	/
CC(=O)c1ccc(OC(C)c2nc3ccccc3s2)cc1 (configuration not stated)	-3.3	-1.5	-0.6	-3.2	119.6	-3.8	5.7	-0.6	-9.4	/
Fc1ccc(C(c2nnnn2C2CCCC2)N2CCN(Cc3ccncc3)CC2)cc1 (configuration not stated)	-3.1	1.1	-1.9	-0.6	99.2	-1.4	-1.3	-0.6	20.5	-5.4
CN(C)c1cccc(N=C2C=C(N3CCOCC3)CC(C)(C)C2)c1	1.9	-1.2	3.6	-2.8	114.5	1.2	-4.5	-2.4	-1.2	-6.8

# Only part of the results is shown; rates above refer to the full screens.
